Source: PubChem (The Scripps Research Institute Molecular Screening Center)
TEAD-YAP inh = TEAD-YAP interaction inhibition. HEK-TIYL cells, TEAD-Gal4/YAP UAS-luciferase luminescence. inhibition, % at 9.12 µM. 1.4% of 640,000 active. AID 1259422; in the data active = inhibition above about 32%;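 note: 0% = median of test compound wells and 100% = reference inhibitor wells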
GPR151 activ = human GPR151 activation; activation, % at 11.2 µM; PathHunter beta-arrestin GPR151 cells, luminescence; Q8TDV0; 1% of 650,000 active; in the data active = activation above about 4.9%;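 note: 0% = median of compound wells and 100% = cells with positive control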
Target sequence (Q8TDV0 whole entry, looked up): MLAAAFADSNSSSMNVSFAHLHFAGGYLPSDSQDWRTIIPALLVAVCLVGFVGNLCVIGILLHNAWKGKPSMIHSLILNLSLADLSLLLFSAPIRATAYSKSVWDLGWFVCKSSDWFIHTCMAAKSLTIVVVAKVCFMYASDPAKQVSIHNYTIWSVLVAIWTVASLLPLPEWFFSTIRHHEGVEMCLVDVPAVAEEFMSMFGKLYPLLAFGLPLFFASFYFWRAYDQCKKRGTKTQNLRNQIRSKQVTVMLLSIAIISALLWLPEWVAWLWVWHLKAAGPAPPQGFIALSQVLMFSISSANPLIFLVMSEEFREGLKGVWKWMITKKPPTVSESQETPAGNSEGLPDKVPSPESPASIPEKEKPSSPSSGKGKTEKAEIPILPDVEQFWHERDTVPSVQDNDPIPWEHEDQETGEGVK
FBW7 act = human FBW7 E3 ligase activation, primary screen | AlphaScreen FBW7–phospho-cyclin E peptide binding, activator screen | normalized activity (activation), % at 26.1 µM | 0.13% of 650,000 active | Q969H0; in the data active = normalized activity above about 1.9%;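 note: purified mutant Fbw7 with reduced substrate affinity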
MITF inh = inhibitors of human MITF; O75030; AlphaScreen MITF homodimerization, bead proximity signal; inhibition, % at 2.6 µM; 0.91% of 650,000 active; in the data active = inhibition above about 50%;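 note: 0% = vehicle wells with protein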
Target sequence (O75030 whole entry, looked up): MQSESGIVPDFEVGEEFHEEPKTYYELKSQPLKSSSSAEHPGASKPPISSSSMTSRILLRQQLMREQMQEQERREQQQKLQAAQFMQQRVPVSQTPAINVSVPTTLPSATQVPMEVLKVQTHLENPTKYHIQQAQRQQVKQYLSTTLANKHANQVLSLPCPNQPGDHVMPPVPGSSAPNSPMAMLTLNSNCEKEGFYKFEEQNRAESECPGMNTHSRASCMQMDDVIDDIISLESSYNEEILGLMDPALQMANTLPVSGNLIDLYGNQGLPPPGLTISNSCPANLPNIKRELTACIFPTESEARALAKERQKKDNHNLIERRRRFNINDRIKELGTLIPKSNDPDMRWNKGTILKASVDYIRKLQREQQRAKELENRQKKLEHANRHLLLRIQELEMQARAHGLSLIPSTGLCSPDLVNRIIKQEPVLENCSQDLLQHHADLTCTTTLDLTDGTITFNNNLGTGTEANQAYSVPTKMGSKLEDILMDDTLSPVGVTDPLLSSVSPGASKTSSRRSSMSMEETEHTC
An asterisk follows results filed as active; · = no result given; & = joins results of further samples. An unsorted share of the library; about 3.4% have a hit in one of these screens.

Screens in order – TEAD-YAP inh	GPR151 activ	FBW7 act	MITF inh
- CCOc1cc(C2C3=C(CC(C)(C)CC3=O)N(Cc3ccccc3)C3=C2C(=O)CC(C)(C)C3)cc(Br)c1OC
    -3	-1.0	0.4	14
- Cc1cc(C)nc(N2CCC(C(=O)NC(C)c3ccccc3)CC2)n1 (stereo unspecified)
    -1	-1.8	0.4	7
- Cc1cc2nc(-c3cccc(NC(=O)COc4ccc(Cl)cc4C)c3C)oc2cc1C
    11	0.6	0.1	12
- COc1ccc(NC(=O)CN(c2cc(Cl)ccc2OC)S(C)(=O)=O)cc1Cl
    -1	-0.3	0.0	-12
- CCc1ccc(CN(C(=O)c2cc(OC)c(OC)c(OC)c2)C2CCS(=O)(=O)C2)cc1 (stereo unspecified)
    -4	2.5	-0.1	-3
- CC(=O)Oc1ccc2oc(C)c(C(C)=O)c2c1
    7	-0.3	0.2	6
- CCOC(=O)c1sc(NC(=O)c2nn3c(C(F)(F)F)cc(-c4ccc(F)cc4)nc3c2Cl)c(C(=O)OCC)c1C
    2	-0.7	0.1	16
- CN(C)CCNC(=O)c1ncoc1-c1ccc(F)cc1
    12	-0.1	0.0	15
- Cc1ccc(CN2C(=O)C3C(C(=O)Nc4ccc(F)c(Cl)c4)C4C=CC3(O4)C2C(=O)NC2CCCC(C)C2C)cc1 (stereo unspecified)
    -9	1.0	-0.1	-23
- O=C(NCc1ccc(F)cc1)C1CCCC1
    -1	-0.1	0.9	6
- O=C(CSc1n[nH]c(=O)[nH]c1=O)c1cccc([N+](=O)[O-])c1
    4	-0.5	-0.1	-1
- CCc1ccc(/C=C2/N=C(c3ccc(NC(C)=O)cc3)OC2=O)cc1
    2	-0.3	-0.1	25
- O=C(c1ccccc1)c1ccc(Cl)s1
    3	0.7	0.1	-2
- COc1ccccc1C1Nc2ccccc2-c2nnc(SCc3ccccc3)nc2O1 (stereo unspecified)
    1	0.1	-0.2	0
- CCOc1ccc(/C=C(\NC(=O)c2ccccc2)C(=O)O)c2ccccc12
    12	-0.7	0.5	9
- CC(=O)N(c1ccc2oc3c(c2c1)CCCC3)S(=O)(=O)c1cccs1
    -10	2.2	0.1	22
- CCCCCCNC(=O)n1cc(F)c(=O)[nH]c1=O
    15&17	1.6&-0.7	0.0&-0.3	5&-6
- O=c1[nH]c(SCCc2ccccc2)nc2c1C1(CCCC1)Cc1ccccc1-2
    -7	-0.4	0.4	-15
- Cc1c(CCOC(=O)C2CC2)sc[n+]1CC(=O)c1ccccc1
    -25	3.6	0.1	3
- COc1cccc(C(=O)C[n+]2cc(-c3ccc(F)cc3)n(C)c2N)c1
    85*	-1.0	-0.2	0
- COc1cccc(CNC(=O)CCc2nc3cccnc3n2-c2ccccc2)c1
    5	3.1	0.1	-4
- COC(=O)[C@@H]1OC(=O)[C@H]2O[C@@]23[C@@]1(C)CCC1[C@@]2(C)CCC(=O)C(C)(C)C2C[C@@H](OC(C)=O)[C@]13C (stereo partly specified)
    5	-0.2	0.2	6
- O=C(NCCO)/C(=C\c1ccc(F)cc1)NC(=O)c1ccco1
    -6	-1.1	0.1	1
- CCCCCSc1nc(N2CCOCC2)c2c(c1C#N)CC(C)(C)OC2
    -5	0.8	0.1	-2
- COC(C(=O)Nc1ccnn1C1CCN(CCCn2cccn2)CC1)c1ccccc1 (stereo unspecified)
    -3	-0.4	0.2	4
- CC(NC(=O)Cc1noc2ccccc12)c1ccc2c(c1)OCCO2 (stereo unspecified)
    -15	-1.7	0.1	-15
- N#Cc1ccc(NC(=O)CN2CCSc3ccccc32)cc1
    0	-0.3	-0.2	-6
- COc1cc(Cl)c(C)cc1NC(=O)CN(C)S(=O)(=O)c1ccc2ccccc2c1
    1	0.1	0.1	6
- COc1cc(/C=C/C(=O)OCC(=O)NC(C)(C)C)ccc1OCC#N
    -7	-2.0	-0.1	-7
- CC(=O)c1cn(CC(=O)Nc2c(C)cccc2C)c2ccccc12
    31	0.5	0.0	2

Single values from the entries so far.
For GPR151 activ, `O=C(CSc1n[nH]c(=O)[nH]c1=O)c1cccc([N+](=O)[O-])c1` has -0.5
For TEAD-YAP inh, `COc1ccc(NC(=O)CN(c2cc(Cl)ccc2OC)S(C)(=O)=O)cc1Cl` has -1
For MITF inh, `O=C(NCc1ccc(F)cc1)C1CCCC1` has 6
For FBW7 act, `COC(C(=O)Nc1ccnn1C1CCN(CCCn2cccn2)CC1)c1ccccc1` (stereo unspecified) has 0.2
For GPR151 activ, `O=C(c1ccccc1)c1ccc(Cl)s1` has 0.7
For TEAD-YAP inh, `CN(C)CCNC(=O)c1ncoc1-c1ccc(F)cc1` has 12
For FBW7 act, `CCOc1cc(C2C3=C(CC(C)(C)CC3=O)N(Cc3ccccc3)C3=C2C(=O)CC(C)(C)C3)cc(Br)c1OC` has 0.4

Further compounds.
Screens in order – TEAD-YAP inh	GPR151 activ	FBW7 act	MITF inh
- CCOc1cc(C2C(C(=O)OCCOC)=C(C)NC3=C2C(=O)CC(c2ccc(Cl)cc2)C3)ccc1O (stereo unspecified)
    -3	-0.7	-0.1	-6
- CCn1c(C(=O)O)c(CC(=O)NCC2COc3ccccc3O2)c2ccccc21 (stereo unspecified)
    3	1.2	0.1	6
- Cn1c(C2CC(=O)N(Cc3ccccc3)C2)nc2ccccc21 (stereo unspecified)
    -4	4.0	0.1	-8
- CC(C)CN1CCNC(=O)C1CC(=O)NCCN1CCCc2ccccc21 (stereo unspecified)
    9	0.1	0.2	1
- COC(=O)C1=C(C)NC(C)=C(C(=O)OCCSc2ccccc2)C1C (stereo unspecified)
    ·	1.0	0.0	-8
- CCCC(C)c1nnc(NC(=O)C(=O)OCC)s1 (stereo unspecified)
    -8	1.1	0.3	32
- COc1ccc(CCN(C(=O)c2cccc(F)c2)C2CC(=O)N(c3ccc(OC)cc3)C2=O)cc1 (stereo unspecified)
    -13	0.5	0.2	16
- O=C(NCc1ccccn1)C(=O)Nc1ccc(Cl)cc1
    -34	0.5	-0.1	-9
- Cc1ccc(-n2nnc3c(=O)n(CC(=O)N4CCC(C)CC4)cnc32)cc1
    -4	0.2	0.6	-1
- CCn1c2ccccc2c2nnc(SCC(=O)Nc3nnc(C)s3)nc21
    -4	0.8	0.0	2
- COc1cc(OC)cc(C(=O)N2CCN(Cc3ccccc3C(F)(F)F)CC2)c1
    2	2.5	-0.3	62*
- CCc1cc2c(C)cc(=O)oc2cc1OCC(C)=O
    0	-0.1	0.6	-14
- CC(C)(C)NC(=O)COc1ccccc1C#N
    7	0.1	0.2	14
- COc1cc(C)ccc1OCCCOc1ccc(C(=O)O)cc1
    -50	2.5	-0.1	-25
- CC(C)C1=CC23CCC4C(C)(C(=O)O)CCCC4(C)C2CC1C1C(=O)N(c2cccc([N+](=O)[O-])c2)C(=O)C13 (stereo unspecified)
    6	-1.3	1.1	11
- O=C(c1c[nH]c2c1ccc1ccccc12)C(F)(F)F
    9	0.1	0.1	-8
- CN(C)c1ccc(Cc2ccc(N(C)C)cc2Br)c(Br)c1
    -9	-1.2	-0.1	9
- c1ccc(OCCNc2cc(Nc3ncccn3)ncn2)cc1
    -7	0.6	0.1	12
- COc1ccccc1-n1c(SCC(=O)O)nc2c(sc(=S)n2CCc2ccccc2)c1=O
    1	-0.8	0.1	18
- C=CCn1c(SCCC(=O)Nc2ccc3c(c2)OCO3)nc2scc(-c3ccc(F)cc3)c2c1=O
    -2	0.2	0.1	1
- CN(CCC1CCOCC1)c1nc2nonc2nc1NCc1ccccc1
    -5	0.1	-0.1	2
- CN(C)C(=O)CCSc1cc(-c2cn[nH]c2)ccc1NC(=O)C1COc2ccc(F)cc2C1 (stereo unspecified)
    -23	-1.1	0.2	24
- COc1ccccc1N1C(=O)c2ccc(C(=O)Nc3cc(C)on3)cc2C1=O
    5	-1.7	0.8	11
- Clc1ccc(OCc2nc(-c3ccccn3)no2)c(Cl)c1
    36*	-4.7	-0.3	5
- COc1ccc(C2CC(=O)N(CC(=O)NCCc3ccccc3)c3ccccc3S2)cc1OC (stereo unspecified)
    -1	0.5	0.0	-11
- NC(=O)NC(=O)COC(=O)c1ccc2c(c1)S(=O)(=O)c1ccccc1C2=O
    -3	-1.5	-0.2	-2
- COc1cc(-c2nc(-c3ccc(NC(=O)c4ccc5c(c4)OCO5)cc3)no2)cc(OC)c1OC
    -22	-0.3	0.1	-8
- CCc1cc(=O)oc2cc(OC(C)C(=O)OC)c(Cl)cc12 (stereo unspecified)
    -5	0.5	-0.1	7
- CC1=CS/C(=C(/C#N)C(=O)NCc2ccco2)N1c1ccccc1
    1	-0.3	-0.1	-1
- CCC1(C2CCN(CCC(C)C)CC2)NC(=O)N(Cc2ccc3c(c2)OCO3)C1=O (stereo unspecified)
    6	-0.8	0.1	-15

5 structures from above, arranged by formula weight, high to low.
Screens in order – TEAD-YAP inh	GPR151 activ	FBW7 act	MITF inh
- COc1ccc(CCN(C(=O)c2cccc(F)c2)C2CC(=O)N(c3ccc(OC)cc3)C2=O)cc1 (stereo unspecified)
    -13	0.5	0.2	16
- COc1cc(-c2nc(-c3ccc(NC(=O)c4ccc5c(c4)OCO5)cc3)no2)cc(OC)c1OC
    -22	-0.3	0.1	-8
- CCOc1ccc(/C=C(\NC(=O)c2ccccc2)C(=O)O)c2ccccc12
    12	-0.7	0.5	9
- Clc1ccc(OCc2nc(-c3ccccn3)no2)c(Cl)c1
    36*	-4.7	-0.3	5
- O=C(NCc1ccccn1)C(=O)Nc1ccc(Cl)cc1
    -34	0.5	-0.1	-9

Later entries:
| molecule | TEAD-YAP inh | GPR151 activ | FBW7 act | MITF inh |
| --- | --- | --- | --- | --- |
| CC(C)Nc1cc(N2CCN(C)CC2)c2noc3c2c1C(=O)c1ccccc1-3 | 7 | -0.3 | -0.7 | 52* |
| Cc1ccccc1CNC(=O)C(=O)Nc1ccccc1 | -37 | -0.4 | 0.0 | 0 |
| CCCSc1nc(O)cc(=O)[nH]1 | -7 | 0.3 | -0.1 | 6 |
| O=C(NN1C(=O)C2C(C1=O)C1C=CC2C12CC2)c1ccc(Br)cc1 (stereo unspecified) | 10 | 0.4 | 0.0 | 4 |
| N[C@@H](Cc1ccc(Br)cc1)C(=O)N1CCC(Nc2cccc3c(=O)[nH]cnc23)CC1 | -4 | 1.8 | -0.3 | 6 |
| Cc1ccc(Cl)cc1NC(=O)c1ccc(N2CC3CC(C2)c2cccc(=O)n2C3)c(NC(=O)c2cccnc2)c1 (stereo unspecified) | -12 | 0.2 | -0.1 | 2 |
| CC1CCCN(S(=O)(=O)c2ccc3[nH]c(=O)cc(C(=O)NC(C)C)c3c2)C1 (stereo unspecified) | -5 | 0.5 | -0.1 | 3 |
| COc1ccccc1N(CC(=O)N(C)C)S(C)(=O)=O | 8 | 6.1* | 0.1 | 16 |
| CCNc1nc(NC2CCN(Cc3ccccc3)CC2)c2ncn(C(C)C)c2n1 | 24 | -1.6 | 0.2 | 7 |
| COC(=O)CCNC(=O)NCc1c(-n2cccc2)sc2c1CCCC2 | 8 | -0.6 | -0.2 | 6 |
| C=C1C[C@@H](O)[C@H](/C=C/[C@@H](O)CCCCC)[C@H]1C/C=C\CCCC(=O)O | · | 3.8 | · | 1 |
| CCC(=O)N1CCc2ccc(NS(=O)(=O)c3ccc(C)s3)cc2C1 | 2 | 2.0 | 0.0 | 1 |
| COc1cc([N+](=O)[O-])cc2sc(NC(=O)c3ccc(Br)s3)nc12 | 1 | -0.8 | 0.0 | 5 |
| CCOc1cc(S(=O)(=O)n2c(C)nc3ccccc32)ccc1Cl | -11 | -0.4 | 0.1 | -1 |
| CCC(C)NC(=O)CSc1nnc(-c2ccoc2C)n1CC (stereo unspecified) | -6 | -0.5 | 0.0 | -9 |
| C=C[C@@](C)(O)CC[C@@H]1[C@@]2(C)CCCC(C)(C)[C@@H]2CC[C@@]1(C)O | 3 | 1.7 | 0.1 | 5 |
| CCOC(=O)Cn1c(C)c(Br)c(COC)c(C#N)c1=O | -7 | -1.8 | 0.0 | 12 |
| COCCNC(CC(=O)Nc1cccc(Cl)c1)C(=O)O (stereo unspecified) | -1 | 0.5 | -0.1 | -1 |
| CC(=O)CN1CCC(O)(c2ccccc2F)CC1 | 6 | -0.7 | 0.8 | 21 |
| CCC(=O)N1CCc2cc(S(=O)(=O)NCCN(C)C)ccc21 | -2 | -0.4 | 1.2 | 12 |
| COc1cccc(N/C(SCc2ccccc2C)=C(/C#N)C(=O)NCc2cccs2)c1 | -2 | 0.9 | -0.1 | 4 |
| Cc1ccc(C(=O)N2CCN(C(=O)c3ccc(C)cc3)C2)cc1 | -2 | -0.9 | 0.0 | 5 |
| CCOC(=O)c1oc2ccccc2c1NC(=O)c1cc2ccccc2o1 | -2 | -1.7 | 0.0 | -8 |
| CCN(CC)S(=O)(=O)c1ccc(N2CCCCC2)c(NC(=S)Nc2cccnc2)c1 | -7 | 0.0 | -0.1 | -3 |
| C=CCNC(=O)c1ccc2nsnc2c1 | 8 | 1.6 | 0.4 | 0 |
| COc1ccc(CSc2nnc(CNS(C)(=O)=O)o2)cc1 | 1 | -0.7 | 0.0 | 3 |
| Cn1nccc1Nc1nc(NC2CC2)c2ncn(-c3ccccc3)c2n1 | 40* | -2.5 | 0.0 | 6 |
| CCC1Cc2c(nc3c4c(nc(N5CCOCC5)c(C#N)c24)NC2(CCCCC2)N3)O1 (stereo unspecified) | 10 | 2.8 | 0.3 | -4 |
| Cc1ccc(-c2[nH]ncc2CN2CCN(C)CC2)cc1 | 6 | -1.5 | 1.3 | 69* |
| CCN(CC)CCn1c(=S)sc2c(=O)n(-c3ccccc3OC)c(SCc3ccc(C)cc3)nc21 | 0 | -0.8 | 0.1 | 10 |
| COc1cc(CN2CCN(S(C)(=O)=O)CC2)ccc1OCc1ccccc1 | 6 | 1.6 | 0.1 | 54* |
| O=C(Cc1ccc(F)cc1)Nc1cc(-n2ccnc2-c2ccccc2)ccn1 | 39* | -0.5 | 0.2 | -6 |
| CC(C)OCCCNc1nc(=S)[nH]c2ccccc12 | -10 | -0.1 | -0.1 | 5 |
